EWS-Fli block – inhibitors of EWS/Fli oncoprotein transcriptional activity; inhibition, % at 12.6 µM; AID 651661; 350,000 tested, 0.67% active; A673 NR0B1-luciferase reporter, viability-normalised;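 active = mean inhibition of at least 50% after viability correction, with every replicate also passing that limit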;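 note: firefly luciferase signal divided by Alamar Blue viability fluorescence both relative to DMSO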
PAX8 inh HTS – inhibitors of PAX8 transcriptional activity in RMG-I cells; RMG-I TPO-luciferase reporter, SteadyGlo, 24 h; inhibition, % at 12.6 µM; 360,000 tested, 1.2% active; AID 652154;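 active = mean replicate inhibition at least 60% with every replicate also reaching 60%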;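 note: luciferase light reporting Pax8 driven TPO promoter activity; plate controls were median of neutral control wells for no effect and mitoxantrone controls for full effect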
DENV2 CPE – protects cells from dengue virus 2 cytopathic effect. 350,000 tested, 1.7% active. DENV2-infected cells, cytopathic effect rescue, plate reader. AID 651640. CPE inhibition, % at 9.99 µM; in the data active = CPE inhibition above about 20%, passing the limit was not always enough; tested in BHK-21 cells;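 note: 0% = median of neutral control wells and 100% = median of positive control wells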
F508del corr – correctors of CFTR F508del function in bronchial epithelial cells. CFBE cells, YFP halide quenching; stimulated with forskolin plus potentiator P3; % fluorescence drop versus neutral controls. activity (quench increase), % at 7.58 µM. 350,000 tested, 0.36% active. AID 720511;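 active = mean added fluorescence quench of at least 8% versus neutral control, with both replicates also reaching 8%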;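 note: cells transiently co-express mutant CFTR-F508del with the halide-sensitive YFP; corrector assay measuring rescue of mutant channel to the surface after 24 h compound exposure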
miR122 inh – miR-122 inhibition in Huh7 cells; Huh7 miR-122 Renilla luciferase sensor, 48 h; neutral wells = 0, positive control = 100; activation (reporter increase), % at 12.5 µM; 340,000 tested, 0.3% active; AID 602342;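 active = mean replicate activation score at least 90 and every replicate individually at or above 90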;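 note: higher luciferase means less miR-122 activity so hits act as miR-122 inhibitors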
INS-1E GSIS act – GLuc luminescence reporter in INS-1E cells, primary screen for activators of glucose-dependent secretion of insulin; INS-1E GLuc reporter insulin secretion, 2-3 h; activation, % at 16.6 µM; 370,000 tested, 0.61% active; AID 743287;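 active = lowest replicate activation of at least 40%, so every replicate reaches that level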;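 note: 0% = median of neutral control wells and 100% = median of IBMX positive control wells; some compounds called inactive have numbers as strong as hits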
FN deposit inh – fibronectin deposition inhibition; inhibition, % at 12.6 µM; AH1F fibroblasts, Alexa488-fibronectin deposition fluorescence, overnight; 350,000 tested, 0.086% active;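 active = mean inhibition across replicates of 30% or more, regardless of how many single replicates reach that level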;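 note: positive control wells lacked labelled fibronectin entirely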
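Material: AH1F fibroblast monolayer depositing Alexa488-labelled fibronectin into matrix | Input: 10000 AH1F cells/well | Medium: DMEM plus 2% serum, read in PBS | Reagent: Alexa488-fibronectin, 24 nM final in well | Compound dosing: One dose per compound, pinned | Schedule: 1 h adhesion, overnight exposure | Measured by: Fluorescence at 485 nm excitation, 525 nm emission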
The depositor's hits bear a star; x = no result given; [ ] = remark or other dose. Not a hit list; about 3.9% have a hit in one of these screens.

SMILES	EWS-Fli block	PAX8 inh HTS	DENV2 CPE	F508del corr	miR122 inh	INS-1E GSIS act	FN deposit inh
CNC[C@@H]1Oc2ncc(-c3ccc(C)cc3)cc2C(=O)N([C@@H](C)CO)C[C@@H]1C	25	-3	19	x	13[16.7 µM]	-7	-5
O=S(=O)(NCCCc1ccccc1)c1ccc(Cl)cc1	3	43	x	0.1	-4	x	9
Cc1ccc(S(=O)(=O)NC(=O)Nc2ccc(N(C)C)cc2)cc1	-49	-182	-14	-2.7	-2	8	-3
COc1cc2c(cc1OC)C(c1cc([N+](=O)[O-])ccc1O)NCC2 (configuration not stated)	6	14	-2	-0.6	x	4	2
Cc1c(C)c2ccc(OCC(=O)NCCCn3ccnc3)c(C)c2oc1=O	-4	-7	-1	1.6	-9	3	0
Cc1ccc(C(=O)NC(C(=O)NC2CCCC2)c2ccccc2)cc1 (configuration not stated)	-3	6	-5	1.7	2	1	11
O=C(C[C@@H]1CC[C@@H]2[C@H](COC[C@@H](O)CN2S(=O)(=O)c2ccccc2)O1)NCc1ccc2c(c1)OCO2	1	5	-1	-1.9	-1[16.7 µM]	-6	-8
COc1ccccc1N1CCN(C(=O)C2CCN(S(=O)(=O)c3ccccc3F)CC2)CC1	2	-7	-8	-2.4	-4	6	-3
CCN1CC(CN(C)Cc2nc(-c3ccc(Cl)cc3)no2)CC1=O (configuration not stated)	12	21	2	1.0	6	-5	-7
C[C@@H]1CCCCO[C@H](CN(C)C(=O)CCCN(C)C)[C@@H](C)CN([C@@H](C)CO)C(=O)c2cc(NC(=O)C3CCCCC3)ccc2O1	2	x	5	-2.0	10[16.7 µM]	4	x
C[C@H](CO)N1C[C@H](C)[C@H](CN(C)Cc2ccc3c(c2)OCO3)Oc2ccc(NC(=O)c3ccncc3)cc2C1=O	1	-8	-1	4.2	-2[16.7 µM]	8	x
Cc1cc(=O)oc2c(C)c(OC(=O)c3ccco3)ccc12	x	8	7	3.7	-3	5	10
COc1ccc(C(C(=O)NC2CCCC2)N(C(=O)c2ccoc2C)c2ccccc2)cc1 (configuration not stated)	9	2	2	0.4	1	-5	3
Cc1cccn2c(=O)c3cc(C(=O)NCCC4=CCCCC4)n(C)c3nc12	x	-3	-3	-3.0	-6	42	-4
CCCCN1C(=O)c2ccc(C(=O)NC3(C)CCS(=O)(=O)C3)cc2C1=O (configuration not stated)	-1	1	-10	-4.5	-3	4	-9
O=C(CCc1nc(-c2ccccc2)c(-c2ccccc2)o1)OCc1ccc(Br)cc1	x	x	x	x	5	-33	-3
O=C(N[C@@H]1CC[C@H](CCn2cc(C3(O)CCCC3)nn2)O[C@@H]1CO)C1CCC1	-5	-4	9	-2.8	x	3	x
CN1C2CCC1CC(NC(=O)c1cc(Cl)cc3[nH]cnc13)C2 (configuration not stated)	-2	-20	15	1.7	-7	-9	0
Cc1ccc(C)c(NC(=O)CS(=O)(=O)c2cccc3nsnc23)c1	-10	8	-4	-3.5	x	24	-1
CCOC(=O)C1=C(C)NC(=O)NC1c1ccccc1Cl (configuration not stated)	x	-12	x	x	3	x	10
C=CCSc1nnc(NC(=O)Cn2cnc3c2c(=O)n(C)c(=O)n3C)s1	1	8	0	2.1	3	2	-11
COc1ccccc1CC(NC(C)=O)C(=O)NC1CCN(C(=O)Nc2ccc(F)cc2)CC1 (configuration not stated)	5	-12	-1	-3.0	x	-9	14
C[C@@H]1CN([C@H](C)CO)C(=O)c2cc(C#Cc3ccccc3F)cnc2O[C@H]1CN(C)C(=O)C1CCCCC1	-1	41	1	0.6	-24[16.7 µM]	-11	x
CC1CCN(C(C)C(=O)Nc2cc(S(=O)(=O)N3CCCCC3)ccc2Cl)CC1 (configuration not stated)	12	13	7	-2.6	-11	x	2
Cc1ccccc1NC(=O)Cn1c(=O)oc2ccccc21	4	-3	4	1.0	0	-12	-2

Ordered by the number under F508del corr (largest number first): some entries from above
| SMILES | DENV2 CPE | F508del corr | miR122 inh | INS-1E GSIS act |
| --- | --- | --- | --- | --- |
| C[C@H](CO)N1C[C@H](C)[C@H](CN(C)Cc2ccc3c(c2)OCO3)Oc2ccc(NC(=O)c3ccncc3)cc2C1=O | -1 | 4.2 | -2[16.7 µM] | 8 |
| Cc1c(C)c2ccc(OCC(=O)NCCCn3ccnc3)c(C)c2oc1=O | -1 | 1.6 | -9 | 3 |
| CCN1CC(CN(C)Cc2nc(-c3ccc(Cl)cc3)no2)CC1=O (configuration not stated) | 2 | 1.0 | 6 | -5 |
| O=C(C[C@@H]1CC[C@@H]2[C@H](COC[C@@H](O)CN2S(=O)(=O)c2ccccc2)O1)NCc1ccc2c(c1)OCO2 | -1 | -1.9 | -1[16.7 µM] | -6 |
| COc1ccccc1N1CCN(C(=O)C2CCN(S(=O)(=O)c3ccccc3F)CC2)CC1 | -8 | -2.4 | -4 | 6 |

Back to the main list with the 2 entries that preceded the break.
SMILES	EWS-Fli block	PAX8 inh HTS	DENV2 CPE	F508del corr	miR122 inh	INS-1E GSIS act	FN deposit inh
CC1CCN(C(C)C(=O)Nc2cc(S(=O)(=O)N3CCCCC3)ccc2Cl)CC1 (configuration not stated)	12	13	7	-2.6	-11	x	2
Cc1ccccc1NC(=O)Cn1c(=O)oc2ccccc21	4	-3	4	1.0	0	-12	-2
CCCNC(=O)C(Cc1ccccc1)NS(=O)(=O)c1cccc2nsnc12 (configuration not stated)	x	25	x	x	2	x	20
COc1cc(/C=C/C(=O)OCC(=O)NC(=O)NC(C)(C)C)ccc1O	-1	6	6	-0.6	-3	1	-2
O=C(C[C@H]1CC[C@H](NC(=O)c2ccccn2)[C@@H](CO)O1)NCc1cc(F)cc(F)c1	6	-1	0	1.8	x	-2	-10
CCOC(=O)C1=C(COC(=O)CCOc2ccc(OCC)cc2)NC(=O)NC1C (configuration not stated)	-6	8	-4	1.1	2	14	-4
CS(=O)(=O)N1[C@H](C#N)[C@H](c2ccc(C#Cc3cccc(F)c3)cc2)[C@H]1CO	1	-108	2	2.8	x	5	-7
CS(=O)(=O)N1CCCC(C(=O)Nc2ccccc2Cl)C1 (configuration not stated)	5	-24	-7	0.6	11	2	7
C[C@@H]1CN([C@H](C)CO)C(=O)Cc2cc(NC(=O)C3CCCCC3)ccc2O[C@H]1CN(C)S(=O)(=O)c1ccc(Cl)cc1	4	x	-9	-1.0	1[16.7 µM]	-2	x
CCCCNC(=S)N/N=C/c1ccc(OCC(=O)Nc2c(C)cc(C)cc2C)c(OC)c1	2	4	-5	1.3	x	-6	x
CCCNC(=O)C1CC(c2cccc(F)c2)=NO1 (configuration not stated)	9	6	-6	-3.2	0	2	1
CC(C)c1ccc(N2CC(C)(C)C2=O)cc1	-10	12	1	0.9	-1	8	-9
CNC[C@@H]1Oc2ccc(NS(=O)(=O)c3cccs3)cc2CC(=O)N([C@@H](C)CO)C[C@H]1C	0	x	-9	-6.5	13[16.7 µM]	-2	-12
CCCCn1c(N)c(N(CC(C)C)C(=O)CSc2nn(-c3ccc(F)cc3)c(=S)s2)c(=O)[nH]c1=O	9	1	3	-1.8	-13	-43	0
CCOC(=O)/C(C#N)=C/c1ccc(N2CCCCC2)cc1	x	-99	x	x	x	-9	-11
Cc1[nH]c2ccc(C(=O)NC3CCCC3)cc2c1C	-72	-79	13	0.7	5	43	5
O=C(c1ccccc1)N1CCN(S(=O)(=O)N2CCCCCC2)CC1	0	2	3	-0.4	3	0	0
CC1(C(=O)Nc2ccc3c(c2)OCCO3)CCN1Cc1ccccc1OC(F)F (configuration not stated)	-4	-6	-4	3.2	2	-19	3
CCCN(C)C[C@@H]1Oc2ncc(C#CC3CCCCC3)cc2C(=O)N([C@H](C)CO)C[C@H]1C	13	x	1	-0.8	-7[16.7 µM]	27	7
COc1ccc(C(=O)NCc2nc(C)c(C)s2)cc1OC1CCN(C(C)C)CC1	2	x	9	3.3	-7	2	16
CC(=O)Nc1cccc(C(=O)NNC(=O)c2ccc(-n3cnnn3)cc2)c1	-5	1	-10	-0.9	x	-5	5
CCn1c(SCC(=O)Nc2ccc3c(c2)OCO3)nnc1-c1ccccc1O	x	x	x	x	3	27	-6
CCC(=O)c1ccc(OCC(=O)NNC(=O)c2cc(C)oc2C)cc1	4	-1	19	-2.3	x	7	7
O=C(/C=C\Nc1ccc2c(c1)OCO2)c1ccc2c(c1)OCO2	26	-48	-3	-0.6	x	-15	23
Cc1nn(C)cc1NC(=O)C[C@H]1CC[C@H]2[C@H](COc3ccc(NC(=O)C(C)C)cc3C(=O)N2C)O1	0	3	-4	-1.0	-12[16.7 µM]	6	-11
CCOC(=O)N1CCN(C(=S)NC(=O)c2ccc(F)c(F)c2)CC1	7	4	-1	0.6	x	-1	6
Cc1noc(C)c1NC(=O)Nc1ccc2c(c1)CC(=O)N([C@H](C)CO)C[C@@H](C)[C@@H](CN(C)C(=O)Nc1ccccc1)O2	-6	-19	-9	-2.0	4[16.7 µM]	11	x

Continuation:
SMILES	EWS-Fli block	PAX8 inh HTS	DENV2 CPE	F508del corr	miR122 inh	INS-1E GSIS act	FN deposit inh
CC(C)CNC(=O)C1(C)CCCCCN1C(=O)c1csnn1 (configuration not stated)	-6	-9	113*	1.2	-1	0	0
CC(C)NC(=O)Nc1ccc2c(c1)CC(=O)N([C@@H](C)CO)C[C@H](C)[C@@H](CN(C)S(=O)(=O)c1ccccc1)O2	x	-20	1	-0.6	7[16.7 µM]	2	x
CC(C)(C)C1CCc2sc(-c3nnc(CCl)o3)cc2C1 (configuration not stated)	-5	-2	4	1.4	-4	x	1
CC(NC(=O)C(=O)N/N=C/c1ccccc1)c1ccccc1 (configuration not stated)	-14	8	-4	-1.2	x	-9	6
CCCCN1C2=NC(c3ccccc3)CN2c2ccccc21 (configuration not stated)	0	14	1	3.7	x	11	-5
COc1ccc(Cl)cc1CNCCCSc1ncccn1	4	-3	9	1.8	-7	13	-7
CCOc1cc(/C=C\c2nc(O)c([N+](=O)[O-])c(=O)[nH]2)ccc1OC(C)CC (configuration not stated)	8	3	5	-2.0	x	5	-4
COC(=O)[C@@]12C[C@@H](CC(=O)NCC34CC5CC(CC(C5)C3)C4)C(=O)N(Cc3ccc4c(c3)OCO4)C1=CCC(C)(C)C2	7	16	1	-2.1	x	-26	8
O=C(CN1C(=O)NC(Cc2ccccc2)C1=O)Nc1ccccc1OC(F)F (configuration not stated)	-1	3	4	-4.3	4	-12	x
Cc1ccc(-n2c(SCc3ccc(C#N)cc3)nnc2-c2ccccn2)cc1	x	29	x	x	-4	x	7
O=C(Nc1ccccc1F)Nc1cc(Cl)ccc1-n1cncn1	-11	2	7	1.7	-2	-4	7
CCOC(=O)CC(=O)Nc1ccn[nH]1	8	-13	2	0.6	x	25	10
COc1ccc(C2CC(c3ccccc3F)=NN2c2ccc(S(N)(=O)=O)cc2)cc1 (configuration not stated)	4	-14	14	-0.8	-2	0	-4
CC(=O)OCc1c(-c2ccccc2)c2cc([N+](=O)[O-])ccc2n1C	25	6	-2	0.8	2	21	-5
C[C@@H]1CCCCO[C@@H](CN(C)S(=O)(=O)c2ccccc2)[C@@H](C)CN([C@@H](C)CO)C(=O)c2cc(NC(=O)Nc3ccc(F)cc3)ccc2O1	6	5	-11	-2.4	-7[16.7 µM]	6	x
Fc1ccc(NC2=NCCCCC2)cc1	-2	1	3	1.3	x	4	-11
CCC(=O)Nc1ccc2c(c1)OC[C@@H](C)N(Cc1cncnc1)C[C@H](C)[C@@H](OC)CN(C)C2=O	-9	x	0	-0.8	-6[16.7 µM]	1	-7
CC(C)CC(=O)Nc1ccccc1N1CCN(c2ccccc2)CC1	2	-10	x	3.7	x	-8	-5
CCC(C)n1c(SCC(=O)/C(C#N)=C(\C)N)nc2ccccc2c1=O (configuration not stated)	x	-22	x	x	8	-22	-7
COc1cccc(NC(=O)CN(C)C(=O)c2cc(C3CC3)nn2-c2ccccc2)c1	4	18	3	-0.3	x	2	5
COc1cc(NC(=O)C(Cc2ccccc2)n2cccc2)cc(OC)c1 (configuration not stated)	-4	-6	0	-0.1	x	-30	-8
